Source: PubChem
OX1R antag-1: antagonists of human orexin 1 receptor (OX1R); OX1R-expressing cells, FRET antagonist read-out; Orexin/Hypocretin receptor type 1 (Homo sapiens), O43613; actives 1.8% (n = 330,000); AID 485270, 2010; inhibition, % at 6.6 µM; in the data active = inhibition mostly above about 38%, no sharp cut-off; inactive = mostly below about 40%;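 note: 0% = agonist challenge alone and 100% = reference antagonist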
Target sequence (O43613 whole entry, looked up): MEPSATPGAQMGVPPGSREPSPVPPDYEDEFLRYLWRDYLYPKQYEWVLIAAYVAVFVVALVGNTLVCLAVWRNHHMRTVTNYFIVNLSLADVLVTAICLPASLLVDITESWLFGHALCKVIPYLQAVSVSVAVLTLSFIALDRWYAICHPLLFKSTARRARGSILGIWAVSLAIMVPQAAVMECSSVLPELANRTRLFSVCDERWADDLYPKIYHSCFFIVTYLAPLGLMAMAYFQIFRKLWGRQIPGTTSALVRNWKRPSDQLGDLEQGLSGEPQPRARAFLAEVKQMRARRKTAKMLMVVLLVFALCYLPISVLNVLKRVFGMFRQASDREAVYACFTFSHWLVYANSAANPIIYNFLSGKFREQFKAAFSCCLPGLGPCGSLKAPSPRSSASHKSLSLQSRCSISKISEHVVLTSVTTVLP
CHT PAM: CHT positive allosteric modulators, primary screen, cell-based, membrane potential dye, choline EC20. High affinity choline transporter 1 (Homo sapiens), Q9GZV3. B-score at 10 µM. CHT-expressing cells; active compounds read high; LV-AA mutant CHT in HEK293 cells. actives 0.49% (n = 310,000);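 active = initial fluorescence not abnormally high and integrated response B-score, plate-corrected, over 3 SD above library mean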
Target sequence (Q9GZV3 whole entry, looked up): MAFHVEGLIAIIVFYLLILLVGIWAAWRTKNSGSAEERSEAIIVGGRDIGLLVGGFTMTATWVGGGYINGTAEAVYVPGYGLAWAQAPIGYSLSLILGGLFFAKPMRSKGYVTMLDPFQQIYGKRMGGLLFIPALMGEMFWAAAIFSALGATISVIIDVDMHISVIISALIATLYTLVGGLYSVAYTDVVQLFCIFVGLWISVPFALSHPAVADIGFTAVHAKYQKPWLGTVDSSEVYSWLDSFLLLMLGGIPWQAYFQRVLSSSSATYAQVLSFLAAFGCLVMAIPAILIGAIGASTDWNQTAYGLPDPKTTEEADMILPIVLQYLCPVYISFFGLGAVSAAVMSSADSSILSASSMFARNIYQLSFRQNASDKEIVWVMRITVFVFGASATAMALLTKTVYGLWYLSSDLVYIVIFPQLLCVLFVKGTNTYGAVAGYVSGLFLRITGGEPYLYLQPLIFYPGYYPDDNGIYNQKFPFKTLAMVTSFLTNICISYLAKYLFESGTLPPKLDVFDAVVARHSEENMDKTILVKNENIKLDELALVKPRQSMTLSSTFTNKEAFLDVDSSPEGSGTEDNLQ
OX1R antag-2: OX1R (HCRTR1) antagonists, primary screen, fluorescence, CHO/OX1R cells, Fluo-8 calcium, orexin A. Fluo-8 calcium fluorescence. inhibition, % at 5 µM. actives 0.43% (n = 330,000). AID 434989, 2010;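 active = inhibition above its plate's threshold, mean inhibition of all tested compounds on the plate plus 3 SD, cut at about 37% in these data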;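 note: 0% = orexin A challenge wells and 100% = SB-334867-A antagonist wells; not every result past the cut was called active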
Numbers without * were called inactive; i = inactive; . = no result given.

SMILES	OX1R antag-1	CHT PAM	OX1R antag-2
Cn1ncc2c(Nc3ccc(-c4ccccc4)cc3)ncnc21	25	i	-7
CCc1ccccc1OCCCCCNCCO	4	i	-4
COc1ccc(C(=O)NCCc2nnc(SCC(=O)Nc3ccc(Br)cc3)n2C)cc1	20	i	-16
O=S(=O)(NCCc1cn2ccccc2n1)c1ccc2c(c1)CCCC2	13	i	-23
CC(=O)C(Cc1ccccc1)NC(=O)COC(=O)CCN1C(=O)C2CC=CCC2C1=O (centres undefined)	13	i	-11
Cc1ccc(-n2nc3c(c2NC(=O)C2CC2)CS(=O)(=O)C3)cc1C	20	i	-12
O=c1[nH]c(N/N=C\c2ccc3c(c2)OCO3)nc2ccccc12	12	i	-12
Cc1cccc(CS(=O)(=O)c2ncc(CO)n2C)c1	11	i	-14
CCCCCn1c(CN2CC(C)OC(C)C2)nc2c1c(=O)n(C)c(=O)n2C (centres undefined)	-4	i	-13
Cc1c(C(=O)OCC2CCCO2)[nH]c2c1C(=O)CC(c1ccc(N(C)C)cc1)C2 (centres undefined)	12	i	-34
Nn1c(SCC(=O)Nc2ccc(F)cc2F)nnc1-c1cccnc1	1	i	-8
Cn1c(=O)c(=O)n(C)c2cc(S(=O)(=O)NCCOc3ccccc3Cl)ccc21	13	i	-14
CCOc1ccc(N(CC(=O)NCc2cccnc2)S(=O)(=O)c2ccc(F)cc2)cc1	14	i	-29
CCn1cc(CNC(=O)c2c(-c3c(Cl)cccc3Cl)noc2C)c(C)n1	32	i	-7
CC1CCCN(C(=O)c2ccc(NC(=O)CC3SC(N4CCCC4)=NC3=O)cc2)C1 (centres undefined)	13	i	-10
C=CCOC(=O)Nc1snnc1C	-1	i	-3
C[C@H](C(=O)NCc1ccccc1)C(=O)c1ccccc1	6	i	6
O=C1CC(c2ccccc2)N1c1ccccc1 (centres undefined)	2	i	-15
CCCCNc1c(-c2ccc(SC3CCCCC3)cc2)nc2cnccn12	4	.	-27
CCOc1ccc(C(=O)NCC(c2cccs2)N2CCOCC2)cc1 (centres undefined)	1	.	-24
CC(=O)N1CCN(S(=O)(=O)c2ccc3c(c2)OCCO3)CC1	-2	.	-13
Cn1[nH]c(=O)c2ccccc2c1=O	15	i	-2
O=C(Cc1cccs1)N/N=C\c1ccc([N+](=O)[O-])s1	47	i	-14
CCC(C)Cn1c(O)cc2nn(-c3nc4ccccc4s3)c(=O)c-2c1C (centres undefined)	8	i	-21
COc1ccc(OCC(=O)Nc2ccccc2C(=O)N2CCCC2)cc1	20	i	-20
CC(=O)Nc1ccc(S(=O)(=O)Oc2ccc(/C=N/NC(=O)c3ccc(Cl)cc3)cc2)cc1	10	i	-1
CC(CC(=O)N(CCC1=CCCCC1)c1c(N)n(Cc2ccccc2)c(=O)[nH]c1=O)c1ccccc1 (centres undefined)	4	i	-32
CCN(CC)CCSc1nc2ccccc2n1Cc1ccccc1	-3	i	-18
O=C(O)C1CSC(c2ccc3c(c2)OCO3)N1 (centres undefined)	3	i	-17
Cn1c(SCC(=O)Nc2cc(C(C)(C)C)nn2-c2ccccc2)nc2ccccc21	33	i	-8
CC(Oc1cc2oc(=O)c3c(c2cc1Cl)CCC3)C(=O)NCc1ccccn1 (centres undefined)	8	i	-22
CC(CSc1nnnn1-c1ccccc1)Cn1c(N2CCCC2)nc2c1c(=O)[nH]c(=O)n2C (centres undefined)	11	i	-20
CC(C)NC(=O)c1ccc(N(Cc2ccc(Cl)cc2)S(C)(=O)=O)cc1	1	i	-10
CSC1=NCCN1S(=O)(=O)c1ccccc1	4	i	6
CC(=O)N(Cc1ccccc1)c1ncc2c(n1)c(=O)c(C#N)c1ccccn12	63*	i	4
Cc1ccc(/C=N/NC(=O)c2ccccn2)s1	40	i	-21
CN(C)c1ccc2nc3c(=O)[nH]c(=O)nc-3n(CC(O)C(O)C(O)CO)c2c1 (centres undefined)	74*	i	16
CN(C)S(=O)(=O)N1CCC(CO)(CCc2ccccc2)CC1	21	i	-17
O=C(O)CCCCC1CCSS1 (centres undefined)	6	i	0
Nc1c(C(=O)OCC2CCCO2)c2nc3ccccc3nc2n1C1CCCCC1 (centres undefined)	6	i	-11
Cc1ccc2nc(N3CCN(C(=O)CCCC(=O)O)CC3)nc(-c3ccccc3)c2c1	0	i	-19
CN(C)c1cccc(C(=O)N/N=C/c2ccsc2)c1	12	i	-3
O=C(NC1CCCC1)C1CCCN1S(=O)(=O)c1cccc2cccnc12 (centres undefined)	16	i	-19
COc1ccc(C(=O)COC(=O)C2COc3ccccc3O2)cc1F (centres undefined)	1	.	-15
CCOC(=O)C1=C(C)NC(=O)NC1c1ccc(OCCO)c(OC)c1 (centres undefined)	9	i	6
CCOC(=O)c1c(NC(=O)CCN2C(=O)c3cccc([N+](=O)[O-])c3C2=O)sc(C(=O)OC(C)C)c1C	19	i	-4
CCOc1ccc(N(C)S(=O)(=O)c2ccc(C)c(C(=O)NCc3ccccc3OC)c2)cc1	-1	.	-24
COCC(C)N=C1NN=C(c2c[nH]c3ccccc23)CS1 (centres undefined)	9	i	-14
Cc1nc(N2CCc3ccccc3C2)[nH]c(=O)c1CCC(C)C	11	i	-15
CCN(CC)c1ccc2cc(S(=O)(=O)c3ccc(C)cc3)c(=O)oc2c1	-2	i	-13

A portion from the list above:
SMILES	OX1R antag-1	CHT PAM	OX1R antag-2
Cc1ccc2nc(N3CCN(C(=O)CCCC(=O)O)CC3)nc(-c3ccccc3)c2c1	0	i	-19
CN(C)c1cccc(C(=O)N/N=C/c2ccsc2)c1	12	i	-3
O=C(NC1CCCC1)C1CCCN1S(=O)(=O)c1cccc2cccnc12 (centres undefined)	16	i	-19
COc1ccc(C(=O)COC(=O)C2COc3ccccc3O2)cc1F (centres undefined)	1	.	-15
CCOC(=O)C1=C(C)NC(=O)NC1c1ccc(OCCO)c(OC)c1 (centres undefined)	9	i	6
CCOC(=O)c1c(NC(=O)CCN2C(=O)c3cccc([N+](=O)[O-])c3C2=O)sc(C(=O)OC(C)C)c1C	19	i	-4

New compounds follow.
SMILES	OX1R antag-1	CHT PAM	OX1R antag-2
COC(=O)c1ccc(NC(=O)NS(=O)(=O)c2ccc(C)cc2)cc1	6	i	-7
CCN(CC)c1ccc(S(=O)(=O)Nc2cc(Cl)ccc2Cl)cc1NC(=S)NC(=O)C1CCCC1	31	i	-1
O=c1c2ccccc2c(/C=N/c2nnc(Cc3ccccc3)s2)c(O)n1-c1ccc(Cl)cn1	12	i	-17
CC(=O)c1ccc(NC(=O)C2C3C=CC(O3)C2C(=O)O)cc1 (centres undefined)	0	i	-13
COc1cccc(-c2nnc(NC(=O)c3ccccc3Br)o2)c1	7	i	-8
OCCNc1nc(Nc2ccccc2)nc2ccccc12	10	i	-25
Nc1nc(SCC(=O)NCCOCCO)nc2sc3c(c12)CCCC3	12	i	-14
c1ccc(-c2nnnn2CCOCCn2nnnc2-c2ccccc2)cc1	24	i	-4
C#CCOCCOCCOCCNc1nc(N2CCN(C(=O)[C@H](Cc3ccc(O)cc3)n3cc([C@@H](N)C(C)CC)nn3)CC2)nc(N2CCN(C(=O)[C@H](CCCCN)n3cc([C@@H](N)CC(C)C)nn3)CC2)n1 (some centres undefined)	7	i	5
COc1cccc(CN2CCN(Cc3cc(OC)c(OC)cc3[N+](=O)[O-])CC2)c1	20	i	-13
CCOC(=O)CSc1ccc(S(=O)(=O)N2CCCC2)cc1[N+](=O)[O-]	14	i	-17
O=C(Nc1ccnn1C1CCN(CCCC2CCCC2)CC1)c1ccccc1Cl	21	i	-21
CC(C)(C)n1nnnc1C(c1ccc(F)cc1)N(Cc1ccc(F)cc1)Cc1ccco1 (centres undefined)	11	i	-8
Cc1[nH]c2ccccc2c1C(=O)CSc1n[nH]c(N)n1	28	i	-12
CC1CCC(C(C)C)C(OCC(O)C[N+]2(C)CCCCC2)C1 (centres undefined)	7	i	-15
CCC(=O)N1CCN(c2ccc(NC(=S)NC(=O)COc3ccccc3)cc2)CC1	19	i	23
O=c1c2c3nc4ccccc4nc3n(-c3ccc4c(c3)OCCO4)c2ncn1C1CCCC1	14	i	-16
COc1ccc(C(=O)N/C(=C\c2cn(S(=O)(=O)N(C)C)c3ccccc23)C(=O)NCCCN2CCOCC2)cc1	0	i	-27
CN(C(=O)c1cc2c(s1)-c1ccccc1S(=O)(=O)C2)c1ccccc1	12	i	-16
COCCN(CC(=O)Nc1ccccc1)S(=O)(=O)c1ccc(S(=O)(=O)N2CCCC2)cc1	18	i	-34
O=C(O)CCc1c(C(=O)O)[nH]c2ccccc12	8	i	-5
Cn1ccnc1SCC(=O)Nc1ccc2nc(SCC(=O)NC3CC3)sc2c1	24	i	-13
CN1CCC(=NNC(=O)C(=O)NC2CCCC2)CC1	4	i	-20
CCC(CC)c1ncc[nH]1	13	i	-5
COc1ccc(N2CCN(C(=O)Cn3nnc(-c4cccs4)n3)CC2)cc1	2	i	-12

Following part:
Sequence of screens: OX1R antag-1, CHT PAM, OX1R antag-2
CCN1CCc2c(sc(NC(=O)C3COc4ccccc4O3)c2C(N)=O)C1 (centres undefined)
→ 31, i, -22
CCN(CC)c1ccc(NC(=O)c2ccc(S(=O)(=O)N3CCOCC3)cc2)cc1
→ 10, ., -7
O=C(NCc1ccc(N2CCCC2=O)cc1)c1cn(CCc2ccccc2)nn1
→ 7, i, -36
O=c1[nH]c(CSc2nnc(Cc3ccccc3)o2)nc2ccccc12
→ 34, i, -15
O=C(OCC(=O)N1CCCCC1)c1ccccc1SCC(=O)N1CCCCC1
→ 15, i, -23
COc1ccc(/C(C)=N/N=C2/NC(=O)CC(C(=O)O)S2)cc1 (centres undefined)
→ 5, i, -6
CN(CCCNC(=O)CN1C(=O)CC(C)(C)S(=O)(=O)c2ccccc21)C1CCCCC1
→ 6, i, -11
COc1ccc(C2/C(=C(\O)c3cc(C)ccc3C)C(=O)C(=O)N2CCN(C)C)cc1OC (centres undefined)
→ 23, i, -25
C=CCn1c(SC)nnc1-c1cccc([N+](=O)[O-])c1
→ 53*, i, -3
COc1ccc(C(=O)OCc2c(F)cccc2Cl)cc1S(=O)(=O)N1CCOCC1
→ 4, ., -21
CCOC(=O)c1[nH]ncc1CN1CCCC(C(=O)c2ccc(OC)cc2C)C1 (centres undefined)
→ 8, i, -26
COc1cccc(CNc2ncn[nH]2)c1OCc1ccccc1F
→ 4, i, -22
O=C(Nc1cc2nn(-c3ccccc3)nc2cc1Cl)c1ccco1
→ 21, i, -15
OCc1n[nH]c(CO)n1
→ 3, i, -12
O=c1ccc2ccc(Oc3ccc([N+](=O)[O-])cc3[N+](=O)[O-])cc2o1
→ 85*, i, -11
Cc1cccc(N(CC(=O)NC2CCCC2)C(=O)c2cc3cc4cccc(C)c4nc3s2)c1C
→ 17, i, -20
CC(=O)Nc1c(NC(C)C)c2ccccc2oc1=O
→ 11, i, 0
O=C(NC1CCC(Oc2ccc(C(=O)O)cc2)CC1)NC12CC3CC(CC(C3)C1)C2 (centres undefined)
→ 0, ., -7
COc1cccc(CNC(=O)CCC2CCCN(Cc3ccc4c(c3)CCO4)C2)c1 (centres undefined)
→ 15, i, -22
CCCCNCc1cc(OCC)c(OCC(N)=O)cc1Br
→ 9, i, -31

Pulled by compound from above (3):
Sequence of screens: OX1R antag-1, CHT PAM, OX1R antag-2
COc1cccc(CNc2ncn[nH]2)c1OCc1ccccc1F
→ 4, i, -22
COc1cccc(CNC(=O)CCC2CCCN(Cc3ccc4c(c3)CCO4)C2)c1 (centres undefined)
→ 15, i, -22
O=C(Nc1cc2nn(-c3ccccc3)nc2cc1Cl)c1ccco1
→ 21, i, -15

(further entries)
Sequence of screens: OX1R antag-1, CHT PAM, OX1R antag-2
COc1ccc(C2/C=C\CN(C(=O)NC(C)C)CC(=O)N2Cc2ccc(F)cc2)cc1 (centres undefined)
→ 38, i, -12
Cc1[nH]c(=O)c(C#N)cc1-c1csc(-c2ccccc2)n1
→ -8, i, -5
COc1ccc(C(=O)c2cnc(/N=C/N(C)C)s2)cc1
→ 46*, i, -10
CCC(C(=O)NCCCN(CC)Cc1ccccc1)n1nc(C)c2sc3ccccc3c2c1=O (centres undefined)
→ -3, i, -23
CC(C(=O)OCc1nnc(-c2ccccc2)o1)N1C(=O)c2ccccc2C1=O (centres undefined)
→ 37, i, -14
COc1ccc(NC2=NCCC2)cc1
→ 10, i, -7
CCOc1ccccc1-n1c(COc2ccc(C)cc2)nnc1SCC(N)=O
→ -1, i, -18
COc1ccc(S(=O)(=O)N2CCN(CC(=O)Nc3sccc3C(N)=O)CC2)cc1OC
→ 2, ., -8
CN(C)C(=O)C[n+]1cccc(/C=N/O)c1
→ -2, i, 9
CC1=C([N+](=O)[O-])C(c2ccccc2C(F)(F)F)NC(=O)N1C (centres undefined)
→ 0, i, -17
CC(C)(C)c1nc(-c2ccccc2)nc2c1OCCC2
→ 11, i, -25
Cc1ccc(S(=O)(=O)N2CCN(S(C)(=O)=O)C2C)cc1 (centres undefined)
→ 18, i, -2
CCOC(=O)COc1ccc(Br)cc1/C=C1\SC(N)=NC1=O
→ 19, i, -5
Cc1nc(COc2ccc(C(=O)Nc3ccccc3N3CCOCC3)cc2)cs1
→ 20, i, -24
O=C(O)CSc1c2c(nc3cc(C(=O)Nc4cccc(C(F)(F)F)c4)ccc13)CCC2
→ 29, i, -5
Cc1ccc(SCC(=O)OCC(=O)NCC2CCCCC2)cc1C
→ 9, i, -2
